High-throughput results as filed in PubChem BioAssay.
WT yeast gro inh: growth inhibition of WT strain, primary screen, mitochondrial fusion inhibitor project, WT and mutant strains, chemical genetic | AID 1362, 2008 | hit rate 2.1% among 190,000 | inhibition, % at 10 µM | mitochondrial fusion phenotypic screen; in the data active = inhibition above about 58%; tested in S. cerevisiae
Autophagy mod: autophagy modulators in MEF cells, primary screen, imaging, high-content, MEF GFP-LC3. MEF GFP-LC3 puncta imaging; test concentration mostly 10 µM. calls only at 10 µM (by protocol). hit rate 0.98% among 190,000;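 active = percentage of spot-positive cells more than 3 SD above its plate mean, without a fluorescence outlier flag or 80% toxicity; inconclusive = no clear call, values can overlap the other calls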;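 also: spot-positive cell cutoff set from DMSO-treated cells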
NOD2 inhibition: NOD2 signaling inhibitors, cell-based, luminescence, uHTS, HEK293 (AID 1566). HEK293 NOD2/NF-kB luciferase reporter, luminescence; higher % means a stronger effect. inhibition, % at 4 µM, or EC50 in µM where a hit was titrated. hit rate 0.63% among 290,000; in the data active = inhibition above about 50%; also: many of its hits are not listed in these tables
bCat nuc transl: modulators of beta-catenin nuclear translocation, primary screen, imaging, HeLa cells, immunofluorescence, high-content | nuclear translocation activity, % at 5 µM | hit rate 0.3% among 190,000 | AID 1665, 2009;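 active = nuclear translocation activity above 50% at 5 µM, with a well cell count of 50 or more; inconclusive = wells under 50 cells across six images, flagged as toxic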;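 also: per-cell ratio of nuclear to cytoplasmic median beta-catenin stain intensity; plate controls were DMSO negative control for no effect and GSK-3 inhibitor IX positive control for full effect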
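System: HeLa cells, endogenous beta-catenin; compound dosing: 5 µM primary single dose, 0.1% DMSO, 0.02–20 µM confirmation series; incubation: 24 h compound exposure at 37°C, 5% CO2; signal: beta-catenin immunofluorescence imaging with DAPI; evaluation: % activation, nuclear-to-cytoplasmic median beta-catenin signal ratio per cell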
Insulin prom up: insulin promoter activators in MIN6 cells, imaging, high-content screening, mouse beta cells. MIN6 insulin promoter-GFP reporter; stronger effect = higher value. z-score at 5 µM. hit rate 0.3% among 190,000. AID 1625, 2009;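 active = z-score above 3 at 5 µM with at least 500 cells counted in the well; inconclusive = wells under 500 cells, flagged as cytotoxic or low count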
Dynein transport: inhibitors of GR-EGFP nuclear translocation, primary screen, dynein cargo transport inhibitor project, imaging, high-content, 3617.4 mouse cells. test concentration mostly 20 µM; stimulated with dexamethasone, 1 µM; stronger effect = lower value. z-score, hits read low. hit rate 0.47% among 220,000;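 active = plate z-score of nuclear minus cytoplasmic receptor signal below a set negative limit, without overly bright fluorescence or cell loss, cut at about -3.5 in these data, passing the limit was not always enough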;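 also: z-score of nuclear minus cytoplasmic ring GR-EGFP intensity difference per well; some compounds called inactive have numbers as strong as hits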
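medium = tetracycline-free induction medium containing charcoal-stripped FBS | also added = 1.0 µM final dexamethasone stimulus | schedule = 48 h induction, 1 h compound, 30 min dex at 37 °C | technique = fixed, Hoechst-stained cells imaged at 10x for EGFP | measure = GR-EGFP nuclear translocation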
Hep lipid drop: inhibitors of hepatocyte lipid droplet formation, primary screen, imaging, high-throughput imaging, BODIPY stain; AID 1656, 2009; AML12 mouse hepatocytes, oleate lipid droplets; inhibition, % at 6.5 µM; hit rate 0.4% among 240,000;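 active = lipid droplet intensity inhibited by at least 50%, with more than 500 cells counted; inconclusive = wells with under 300 cells, treated as cytotoxic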
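System: AML12 hepatocytes (mouse). Probe or stimulus: oleic acid at 100 µM to induce lipid droplet formation. Times: overnight treatment with compound plus oleate. Detection: Image-based BODIPY and DAPI two-channel analysis. Evaluation: percent inhibition of filter-corrected integrated lipid droplet intensity per well.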
MT stabilizer: microtubule stabilizers in HeLa cells, primary screen, imaging, high-content imaging. % tubulin-high responders, % at 10 µM. hit rate 0.83% among 200,000. AID 2205, 2009. HeLa tubulin immunostaining HCS, 24 h; share of cells brighter than vehicle mean+2SD;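 active = plate Z-score above 3 for both tubulin-high and condensed-nucleus cell shares, with cell loss under 80%, at 10 µM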;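 also: anti alpha tubulin signal scored within the nucleus-defined area of each cell; some results filed as inactive read as strong as hits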
Yfh1-depleted yeast: enhancers of respiration in Yfh1-depleted yeast, dose response, Friedreich's ataxia, plus single-dose screen (AID 1465); S. cerevisiae Yfh1-off respiration, WST-1 reduction, 72 h; higher fold induction means a stronger effect; one-dose fold induction at 50 µM; EC50 in µM for titrated hits; hit rate 0.074% among 220,000;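 active = fold induction of absorbance versus untreated yeast above a set limit, then at least 30% activation at any dose in follow-up; inconclusive = repeats straddling the limit, or above it without dose testing; inactive = fold induction below the set limit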;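 also: activators that raise dye reduction in frataxin-depleted yeast; strong numbers were not always called active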
WT yeast gro inh mutant strain: second read-out of WT yeast gro inh, no call of its own (marks repeat the call); inhibition, %; mitochondrial fusion phenotypic screen, mutant strain inhibition
Dynein transport cytoplasmic EGFP: also measured in Dynein transport; calls as there; z-score; measured here: cytoplasmic GR-EGFP intensity; stronger effect = higher value
Dynein transport nuclear GR-EGFP: also measured in Dynein transport; calls as there; z-score; measured here: nuclear GR-EGFP intensity;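 lower value marks the stronger effect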
Dynein transport cell count: further read-out of Dynein transport, marked with its call; z-score; measured here: cell count per field
Insulin prom up cell count: further read-out of Insulin prom up, marked with its call; cell count; measured here: cytotoxicity, nuclei count;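 total cells summed across four imaged fields per well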
Hep lipid drop cells 6.5 µM: recorded beside Hep lipid drop, whose call it bears; cell count; measured here: cell count, cytotoxicity flag;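 cells counted across two imaged fields per well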
bCat nuc transl cell count 5 µM: second read-out of bCat nuc transl, no call of its own (marks repeat the call); cell count; measured here: cell count, cytotoxicity flag
MT stabilizer Hoechst-high %: also measured in MT stabilizer; calls as there; % Hoechst-high responders; measured here: nuclear condensation Hoechst responders;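 share of cells brighter than vehicle mean plus two SD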
MT stabilizer cytotoxicity %: further read-out of MT stabilizer, marked with its call; toxicity, %; measured here: cytotoxicity by cell density;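 0% = mean cell density of plate MIN control wells and 100% = no cells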
Autophagy mod cell loss 18 h: also measured in Autophagy mod; calls as there; toxicity, %; measured here: cell loss, nuclei count;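 cell loss after 18 h compound exposure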
* = called active by the depositor; i = inactive; ? = inconclusive; / = no result given; + = active, no number. This is a subset; the hit share may differ from the screen's.

SMILES,WT yeast gro inh,WT yeast gro inh mutant strain,Autophagy mod,Autophagy mod cell loss 18 h,NOD2 inhibition,bCat nuc transl,bCat nuc transl cell count 5 µM,Insulin prom up,Insulin prom up cell count,Dynein transport,Dynein transport cytoplasmic EGFP,Dynein transport nuclear GR-EGFP,Dynein transport cell count,Hep lipid drop,Hep lipid drop cells 6.5 µM,MT stabilizer,MT stabilizer Hoechst-high %,MT stabilizer cytotoxicity %,Yfh1-depleted yeast
N=c1sc2c(n1Cc1ccccc1)CCCC2,8,6,i,-3,-1%,-0.7,1115,-0.57,1234,-0.81,-0.18,-0.48,1,/,/,1.3,1.1,5.0,i
O=C1OCCC1NC1=NCCC1 (stereo not given),34,-17,i,0,8%,0.3,990,0.09,1786,1.3,-0.011,0.91,-1.1,23,693,2.1,2.6,3.6,i
CC(C)N1CCN(Cc2cc3c(cc2Cl)OCO3)CC1CCO (stereo not given),/,/,/,/,4%,0.7,1269,0.09,1111,-1.1,-0.25,-0.48,0.27,-10,738,/,/,/,i
COc1ccc(C(=O)C2CCCN(Cc3cnc(C)s3)C2)c(OC)c1 (stereo not given),2,5,i,-23,8%,1.2,1554,-0.85,1564,0.82,-0.25,0.75,-0.74,2,698,4.3,3.1,2.3,i
CCOP(=O)(OCC)C(NC(=O)CC(C)C)C(Cl)(Cl)Cl (stereo not given),-15,-6,i,-8,3%,0.5,1438,0.84,1379,-0.083,-0.16,-0.43,-0.41,-2,700,3.1,2.6,3.0,i
CNCC(O)c1ccc(O)cc1 (stereo not given),-10,5,i,5,13%,/,/,/,/,-0.32,-0.22,0.35,0.33,-5,761,1.7,2.5,6.5,i
Cc1cccc(N2C(=O)NC(=O)/C(=C\c3cc(C)n(-c4sc5c(c4C#N)CCCC5)c3C)C2=O)c1C,20,-7,i,11,-7%,0.2,1037,0.42,1460,-0.39,0.1,-0.18,-0.84,-6,641,3.5,1.4,2.8,i
O=C(CN1CCCC1=O)NCCc1ccccc1,-3,-14,i,12,18%,1.0,1458,/,/,-0.5,-0.21,-0.38,0.49,22,658,1.8,1.7,1.8,i
CN(C(=O)Oc1ccc(Cl)c2cccnc12)c1ccccc1,-9,-21,i,-6,-3%,/,/,-0.66,1283,-0.12,-0.32,-0.49,0.6,2,636,2.5,5.3,5.6,i
CC(C)(C)C(O)C(Oc1ccc(Cl)cc1)n1cncn1 (stereo not given),-61,-4,i,-3,9%,-0.5,1092,0.94,1143,-0.24,0.84,0.28,1.2,3,705,3.1,1.2,12,i
C[C@H]1O[C@@H](O[C@H]2[C@@H](O)C[C@H](O[C@H]3[C@@H](O)C[C@H](O[C@H]4CC[C@@]5(C)[C@H](CC[C@@H]6[C@@H]5CC[C@]5(C)[C@@H](C7=CC(=O)OC7)CC[C@]65O)C4)O[C@@H]3C)O[C@@H]2C)C[C@H](O)[C@@H]1O,-3,1,i,-29,74%*,10,113,/,/,0.16,-0.3,0.27,0.87,14,708,6.3,0.6,22,i
Cc1nc2c(c(=O)[nH]1)C(c1ccccc1Cl)c1c(c3ccccc3oc1=O)O2 (stereo not given),/,/,/,/,15%,0.7,1368,-0.3,993,-0.26,-0.17,0.77,-0.21,3,695,/,/,/,i
Cc1nn(Cc2ccccc2Cl)c(Cl)c1C(=O)OC(C(=O)NC(N)=O)C(C)C (stereo not given),-8,-6,i,-16,15%,-1.9,941,0.58,1336,2.4,-0.19,1,-1.3,-4,610,5.2,2.0,12,i
CCc1n[nH]c(CCN)n1,/,/,/,/,0%,-5.3,1270,-0.6,1366,-0.3,-0.084,-0.17,0.3,12,680,/,/,/,i
O=[N+]([O-])c1cc(S(=O)(=O)c2ccc(O)c([N+](=O)[O-])c2)ccc1O,5,1,i,-3,-5%,-5.1,524,-0.08,1366,-0.077,-0.31,-0.49,0.4,1,728,3.4,2.8,7.0,i
CN1CCN(c2ccc(NC(=O)C(C)(C)C)cc2)CC1,-17,9,i,17,3%,0.0,917,0.26,1170,-0.89,-0.38,-0.8,1.3,/,/,3.5,2.3,4.8,i
O=c1c2ccccc2[nH]c(=S)n1-c1ccc2c(c1)OCCO2,/,/,/,/,-26%,0.1,1358,-0.77,1128,-0.29,-0.26,0.28,0.53,-1,745,/,/,/,i
Cc1cccc(N2C(=O)NC(=O)/C(=C\c3cccn3-c3ccc(Cl)cc3)C2=O)c1,-16,-14,i,1,-109%,6.1,1342,-0.34,1717,-0.32,-0.13,-0.24,-0.17,/,/,12,6.6,22,i
O=C(CN1CCCC1)Nc1ccc(Cl)cc1C(=O)c1ccccc1,-11,-1,i,4,6%,-1.4,1062,-0.68,1445,0.34,-0.23,0.68,-0.36,3,710,3.6,3.0,10,i
CN1CCC(N(C)Cc2cccnc2)CC1,-7,7,i,-4,10%,-4.6,1173,-0.2,874,0.47,-0.14,0.9,0.3,-2,829,2.1,1.2,7.1,/
COc1ccc(N=C(C)c2c(O)n(C)c(=O)n(C)c2=O)c(OC)c1,-11,-43,i,-20,-2%,/,/,/,/,0.039,-0.28,0.37,0.085,6,762,4.7,2.5,7.2,i
CCOC(=O)c1sc(/N=C/c2c(O)n(-c3ccccc3)c(=O)[nH]c2=O)c(C#N)c1C,7,16,i,-26,-4%,/,/,1.3,790,1,0.093,1.1,-0.39,-6,763,2.5,1.9,1.7,i
COc1ccccc1N1CCN(Cc2cccc(OC)c2O)CC1,11,3,i,30,4%,1.8,553,-1.1,1278,-0.14,0.08,-0.13,0.18,/,/,3.8,2.6,5.5,i
COC(=O)C1=C(N)Oc2c(c(=O)oc3ccccc23)C1c1cccnc1 (stereo not given),3,-1,i,-2,16%,-2.0,1189,-0.83,946,-0.53,-0.17,-0.067,0.85,-5,755,1.9,1.6,8.9,i
CC1=CC(=C2C(=O)NC(=S)NC2=O)C=C(C(F)(F)F)N1Cc1ccccc1,-11,-15,+,/,12%,24,785,-0.16,1163,-0.12,-0.26,-0.0084,0.34,?,/,15*,33*,59*,i
CCc1sc(C(=O)N2CCC3(CC2)OCCO3)cc1Br,0,0,i,7,3%,-0.4,1235,0.03,1272,0.27,-0.21,0.46,0.59,0,771,2.6,1.5,0.0,i
c1ccc(C2OCCN3CCCCC23)cc1 (stereo not given),-2,-19,i,9,6%,/,/,0.26,1222,1.9,-0.16,0.83,-1.8,3,681,2.5,2.2,3.8,i
